HGIII-sPLA2 inh – Inhibits HGIII-sPLA2 liposome hydrolysis, primary screen; inhibition, % at 12.2 µM; AID 743126; QFRET BODIPY PC-A2 liposome hydrolysis, fluorescence; actives 0.56% (n = 370,000);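 active means inhibition above mean plus 3 SD of compounds lying within the high and low control bounds, cut at about 19% in these data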;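 further: 0% = median of test compound wells and 100% = no enzyme DMSO wells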
Target sequence (Q9NZ20 whole entry, looked up): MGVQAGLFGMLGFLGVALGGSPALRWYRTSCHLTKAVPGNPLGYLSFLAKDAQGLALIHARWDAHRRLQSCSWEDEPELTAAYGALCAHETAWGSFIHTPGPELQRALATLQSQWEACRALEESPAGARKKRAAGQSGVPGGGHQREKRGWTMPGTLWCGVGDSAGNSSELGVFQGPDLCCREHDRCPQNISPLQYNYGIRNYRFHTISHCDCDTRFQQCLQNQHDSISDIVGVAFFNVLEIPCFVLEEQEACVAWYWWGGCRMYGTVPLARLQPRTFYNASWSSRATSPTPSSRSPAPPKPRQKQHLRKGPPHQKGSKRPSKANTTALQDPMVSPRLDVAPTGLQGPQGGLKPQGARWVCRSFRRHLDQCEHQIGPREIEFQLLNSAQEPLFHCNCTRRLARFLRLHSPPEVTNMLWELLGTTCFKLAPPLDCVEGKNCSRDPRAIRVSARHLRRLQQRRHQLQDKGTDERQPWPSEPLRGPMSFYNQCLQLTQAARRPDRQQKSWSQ
DAX1 inh-1 – DAX1 (NR0B1) inhibition, primary screen; actives 1.1% (n = 370,000); HEK293T StAR-luciferase reporter, SF-1/DAX-1 repression relief; AID 652010; inhibition, % at 6.8 µM;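 active means inhibition above the mean over all tested compounds plus 3 SD, cut at about 3.6% in these data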;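 further: 0% = DAX-1 cells with DMSO and 100% = cells lacking DAX-1 with DMSO; higher inhibition means more luminescence from relief of DAX-1 repression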
SMARCA2 activ – activators of SMARCA2 function. MG213 cells, MMTV-luciferase reporter, dexamethasone, overnight. activation, % at 9.1 µM. actives 1% (n = 370,000); in the data active means activation above about 7.8%;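 further: 0% = vehicle wells and 100% = reference activator wells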
GAA850 FXN act – frataxin GAA850 promoter activation | HEK293 lucGAA850 FXN promoter luciferase reporter, 24 h; percent of 10 µM SAHA response | activation, % at 6 µM | actives 0.56% (n = 360,000);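 active means activation above the average of all compounds screened plus 3 SD, cutoff fixed separately per campaign, cut at about 7.5% in these data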;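 further: 0% = DMSO wells and 100% = 10 µM SAHA wells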
DAX1 inh-2 – inhibits human nuclear receptor DAX1 | AID 504766 | HEK293 Gal4-DAX1 luciferase reporter, luminescence | P51843 | inhibition, % at 6.75 µM | actives 0.99% (n = 340,000);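 active means inhibition above the mean over all tested compounds plus 3 SD, cut at about 4.2% in these data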;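 further: 0% = DAX1-transfected cells with DMSO and 100% = empty-vector control cells with DMSO; inhibition shows as a rise in luminescence from relieved DAX1 repression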
Target sequence (P51843 207-470 limits assumed): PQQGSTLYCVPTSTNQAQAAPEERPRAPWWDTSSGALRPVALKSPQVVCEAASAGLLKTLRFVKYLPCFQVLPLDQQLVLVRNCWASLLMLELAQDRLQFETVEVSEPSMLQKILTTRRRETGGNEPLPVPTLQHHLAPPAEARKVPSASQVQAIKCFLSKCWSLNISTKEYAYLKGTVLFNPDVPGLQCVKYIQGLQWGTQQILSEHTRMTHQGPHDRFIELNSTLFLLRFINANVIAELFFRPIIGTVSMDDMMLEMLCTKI
hgDAF12 agonist – activates the H. glycines DAF-12 receptor ligand-binding domain. HEK293 GAL4-hgDAF12 UAS-luciferase reporter, agonist luminescence; normalized to butyrate control. activation, % at 6.8 µM. actives 1.8% (n = 370,000). AID 687014;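 active means activation above a cutoff set at the mean of all screened compounds plus 3 SD, cut at about 10% in these data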;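 further: 0% = DMSO wells and 100% = sodium butyrate wells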
PG9 Ab binder – binds the HIV-1 gp120 antibody PG9; TR-FRET gp120-PG9 antibody binding; inhibition, % at 6.7 µM; actives 0.43% (n = 360,000); in the data active means inhibition above about 8.5%
ssDAF-12 act – activates DAF-12 receptor from parasite S. stercoralis; AID 652126; HEK293 ssDAF-12/GRIP1 lit1-tk-luc reporter, luminescence; % of 3 µM dafachronic acid response; actives 1% (n = 370,000); activation, % at 6.8 µM;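 active means activation above the mean over all tested compounds plus 3 SD, cut at about 0.9% in these data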;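 further: 0% = DMSO-only wells and 100% = 3 µM delta7-dafachronic acid wells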
Rev-erbA mod – Rev-erb alpha (human) modulation | AID 1259318 | activity, % at 10 µM | Rev-erbα–FITC-DNA binding, fluorescence polarization, 90 min | actives 0.79% (n = 370,000);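 active means activity above about 14%, limit read from the data; passing the limit was not always enough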;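 further: 0% = DMSO wells with 35 nM protein and 100% = DMSO wells with 750 nM protein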
PLCb3 inh – blocks human PLC-beta3 enzyme activity; Q01970; Purified PLC-beta3, fluorogenic substrate, fluorescence; inhibition, % at 12.2 µM; actives 0.18% (n = 370,000); in the data active means inhibition above about 11%;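 further: 0% = median of compound wells on plate and 100% = full blocker control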
hcDAF12 agonist – H. contortus DAF-12 activation, primary screen; HEK293 hcDAF-12 lit1-tk-luc reporter, luminescence; 0% DMSO, 100% Δ7-dafachronic acid; activation, % at 6.8 µM; actives 1.4% (n = 370,000);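 active means activation above the mean of all tested compounds plus 3 SD, cut at about 5.5% in these data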;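 further: 100% = response to 3 µM Δ7-dafachronic acid high control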
An asterisk follows results filed as active; nt = not tested or not shown.

SMILES	HGIII-sPLA2 inh	DAX1 inh-1	SMARCA2 activ	GAA850 FXN act	DAX1 inh-2	hgDAF12 agonist	PG9 Ab binder	ssDAF-12 act	Rev-erbA mod	PLCb3 inh	hcDAF12 agonist
CC(NC(=O)c1ccc2c(c1)OCO2)C1CCCO1 (stereo unspecified)	-4	-0.7	4	-0.8	0.1	-0.8	-1.3	-1.3	3	0	-0.6
CCOc1ccccc1NS(=O)(=O)c1ccc2c(c1)n(C)c(=O)c(=O)n2C	-3	0.4	12*	-0.8	-1.8	-2.1	-2.6	-0.3	-2	5	2.0
COc1ccc(NC(=O)/C(C#N)=C\c2ccc(-c3cccc(C(=O)O)c3C)o2)cc1	2	0.3	0	3.3	-1.1	-0.6	-8.7	-1.2	1	-4	0.3
O=c1cc(O)c2ccccc2n1Cc1ccccc1	-1	-0.6	-2	1.8	0.3	-2.3	-0.2	-1.1	-1	-18	-0.7
O=C(O)c1cncc(SCc2ccccc2)n1	-2	0.1	-2	-0.3	0.5	1.9	-2.3	-1.1	4	-10	3.3
COc1cc(OC)cc(C(=O)NNC(=O)CCC2CCCC2)c1	-5	0.2	-2	2.2	1.0	0.9	-1.0	-1.4	0	-2	-0.8
O=C(CC(c1ccccc1)c1ccco1)N1CCOCC1 (stereo unspecified)	3	-0.3	-2	0.7	-0.5	-2.4	2.0	-1.0	3	3	0.4
COc1ccc(NC(=O)C2CCN(S(=O)(=O)c3c(C)noc3C)CC2)cc1	1	0.2	0	0.7	-0.5	-0.2	-1.3	-0.5	3	-2	-1.4
O=C(CSc1nnc(NC(=O)Cc2ccc(F)cc2)s1)NCc1ccco1	-6	0.1	-2	1.7	-0.1	-1.9	0.5	-0.8	-2	-1	-0.7
COC(=O)CC/C(O)=C1/C(=N)CC(C)(C)CC1=O	2	-0.1	1	-1.1	0.9	0.2	-0.2	-1.2	-3	-3	-1.1
COc1cc(C(=O)Nc2ccc3c(c2)CCCN3C(=O)c2ccco2)c([N+](=O)[O-])cc1OC	0	-1.2	-3	-0.6	1.7	-3.7	1.7	-1.1	-7	-5	0.3
Cc1ccccc1CNC(=O)c1cc(COc2ccc(F)cc2F)on1	3	0.3	-4	1.5	-0.2	2.2	0.9	-1.7	4	-3	-1.7
CC(=O)Nc1cccc(-c2ccnc3c2CC(C(=O)Nc2ccc(C(C)C)cc2)O3)c1 (stereo unspecified)	-28	-2.6	-6	-2.2	nt	-0.5	-0.3	-2.0	0	-2	-2.1
O=C(CNS(=O)(=O)c1ccccc1)N1CCN(Cc2ccccc2)CC1	7	0.4	-2	1.9	-0.2	0.7	2.4	-0.7	-4	-11	0.4
CCCCC(=O)Nc1c(O)c2ccccc2[nH]c1=O	4	0.2	-2	2.8	2.4	-1.4	1.9	-0.7	-6	-13	-1.4
CC(Oc1ccc(Br)cc1)C(=O)NCC(c1ccco1)N1CCCCC1 (stereo unspecified)	4	1.2	-2	0.9	1.3	2.7	-0.2	-1.5	-4	-3	-0.3
C[C@@H]1C(=O)O[C@H]2[C@H](O)[C@@]34[C@H]5C[C@@H](C(C)(C)C)[C@]36[C@@H](OC(=O)[C@@H]6O)O[C@@]4(C(=O)O5)[C@@]12O	2	-0.1	-1	0.2	0.6	0.1	-0.7	-1.3	3	1	0.0
CNC(=O)CSc1nnc(-c2ccco2)n1-c1ccccc1	1	-0.4	1	1.6	0.4	-0.2	-1.0	-1.2	2	-8	-1.4
O=C(NC1CCN(S(=O)(=O)c2ccc(F)cc2)CC1)c1cccc(F)c1	0	-0.5	-2	0.9	0.0	1.7	-0.1	-0.7	-5	-1	3.1
Cc1ccc(NC(=S)N/N=C2\CCCCC2C)cc1 (stereo unspecified)	-2	0.2	2	3.1	0.5	0.8	2.1	-1.4	-2	-6	-0.3
Cc1ccc(S(=O)(=O)n2ccc(=O)[nH]2)cc1	7	-0.1	0	0.0	1.6	-1.7	1.3	-1.2	-2	-3	-1.6
O=C1N[C@@H](c2ccccc2)COC(=O)[C@@H](Cc2ccc(F)cc2)CC/C=C/C[C@@H]1CC(=O)N(CCO)Cc1ccccc1	-5	-1.9	2	-1.8	0.2	0.2	-1.1	-1.6	5	3	0.0
COC(=O)CCN(C(=O)c1cccc([N+](=O)[O-])c1)c1ccccn1	0	-0.8	1	1.9	1.9	-5.4	1.4	-1.2	2	3	-0.4
COc1ccc(C(=O)OCCN2CCCCC2)cc1	-2	0.6	3	1.3	0.5	0.3	-0.1	0.0	4	-1	0.8
COc1ccc(-n2c(C)nc3cc(C(=O)NCc4ccco4)ccc32)cc1	1	-0.6	0	0.2	-0.4	-0.9	0.4	-1.2	-2	-2	-0.7
O=C1NC[C@H](CCCCN2C[C@H](Cc3ccc(O)cc3)N(Cc3ccccc3)C(=O)C2=O)N(CC2CCCCC2)C1=O	-10	0.7	0	nt	nt	-0.9	-1.7	-1.6	-4	1	-2.1
CCOCCCNCc1c(Cl)cccc1Cl	7	-0.1	0	3.4	-0.7	1.2	-1.5	-0.7	3	4	1.1
CC(C)Cc1cc(C(=O)N2CCN(C(c3ccccc3)c3ccccc3)CC2)no1	1	-0.7	1	3.1	1.2	1.5	1.0	-0.8	10	6	-1.1
CCOC(=O)C1(CCC(=O)OCc2ccccc2)CCCCC1=O (stereo unspecified)	-4	-0.7	-2	0.8	1.2	0.8	0.2	-0.6	0	1	1.5
Cc1cccc(C)c1OCc1cc(C(=O)NC2CCC(O)CC2)no1 (stereo unspecified)	0	0.4	0	1.3	-0.3	5.5	-1.2	-1.3	0	-6	-2.1
CCOc1ccc(NC(=O)CSc2nnc(-c3ccco3)n2C)cc1	-5	-0.6	2	-1.6	-1.4	1.2	-0.1	-1.1	-2	0	-1.9
COc1ccc(N2CCN(c3ncnc4nc[nH]c34)CC2)cc1	2	-0.3	0	2.0	0.2	-1.5	-0.7	-1.6	-9	3	-1.9
COc1cc(Cl)c(NS(=O)(=O)c2cc3[nH]c(=O)c(=O)[nH]c3cc2C)c(OC)c1	1	0.8	-2	0.3	0.6	-3.0	-0.8	0.4	3	-5	0.8
O=C(Nc1cc2c(cc1Cl)OCCCO2)c1ccccc1	-2	1.7	6	8.8*	0.7	9.4	0.2	-0.6	1	2	2.5
Cc1cc(-c2[nH]nc3c2C(c2ccc(Cl)cc2)C(C#N)=C(N)O3)c(C)s1 (stereo unspecified)	-63	0.2	-1	-0.1	-0.3	0.1	-0.6	-0.7	6	-11	-0.4
O[C@H]1C[C@H](c2ccccc2)N(Cc2cccs2)C[C@@H]1n1cc(C2CC2)nn1	-15	2.2	-5	-0.4	3.3	1.8	0.5	-0.3	18*	2	0.0
Cc1nc(-c2ccccc2)c(-c2ccccc2)[nH]1	-12	-0.6	-4	1.9	0.1	0.9	-1.3	-1.5	1	-5	-2.1
CC(C)OC(=O)[C@@H](Cc1ccccc1)N[C@H](/C=C/c1ccccc1)[C@@H](O)Cc1ccccc1	-10	-0.2	-4	nt	nt	3.9	-1.2	-0.8	5	2	2.3
O=C(CCC(=O)OCC(=O)c1ccc(Br)cc1)NC1CCCCC1	-9	-0.2	-2	-1.4	0.2	-0.6	2.6	-1.3	-3	3	-1.3
O=C(CN1CCC(NC(=O)Nc2ccccc2)CC1)Nc1cccc([N+](=O)[O-])c1	-10	-0.9	0	-1.3	-1.4	-2.0	-1.2	-1.6	5	-2	-1.8
O=C(NNS(=O)(=O)c1ccccc1[N+](=O)[O-])c1cc2ccccc2cc1O	-29	0.2	2	0.8	-0.2	-0.1	-2.0	-0.7	1	-63	0.9
C/C(=N\NC(=O)c1cc(-c2ccccc2)nc2ccccc12)c1ccc(Cl)cc1	-3	-0.3	2	nt	nt	2.3	nt	-1.3	-4	-8	-1.2
O=C(O)C1CCN(S(=O)(=O)c2ccc(Cl)s2)CC1	6	1.8	2	0.3	-0.9	-0.2	-1.9	-1.0	1	1	0.6
Cc1cc(C(=O)NNC(=S)NC(C)c2ccccc2)c2ccccc2n1 (stereo unspecified)	24*	-0.4	-1	-0.7	2.4	-1.6	1.4	-1.4	1	-17	0.5
CCc1cc2c(SCC(=O)C(C#N)=C3N(C)c4ccccc4N3C)ncnc2s1	4	-0.2	-1	2.1	-0.7	-0.3	-1.0	-0.8	-5	-17	1.4
Cc1c(C(=O)NNC(=S)Nc2cccc(Cl)c2)nnn1-c1ccccc1	31*	0.7	5	1.4	2.6	7.9	-0.2	-1.5	2	-1	0.1
Cc1ccc(CNc2nnnn2C)cc1	-3	0.1	-3	1.2	1.5	-2.5	-0.6	-1.6	-2	-1	0.1

10 entries from above, as comma-separated lines.
mol,HGIII-sPLA2 inh,DAX1 inh-1,SMARCA2 activ,GAA850 FXN act,DAX1 inh-2,hgDAF12 agonist,PG9 Ab binder,ssDAF-12 act,Rev-erbA mod,PLCb3 inh,hcDAF12 agonist
CC(C)OC(=O)[C@@H](Cc1ccccc1)N[C@H](/C=C/c1ccccc1)[C@@H](O)Cc1ccccc1,-10,-0.2,-4,nt,nt,3.9,-1.2,-0.8,5,2,2.3
O=C(CCC(=O)OCC(=O)c1ccc(Br)cc1)NC1CCCCC1,-9,-0.2,-2,-1.4,0.2,-0.6,2.6,-1.3,-3,3,-1.3
O=C(CN1CCC(NC(=O)Nc2ccccc2)CC1)Nc1cccc([N+](=O)[O-])c1,-10,-0.9,0,-1.3,-1.4,-2.0,-1.2,-1.6,5,-2,-1.8
O=C(NNS(=O)(=O)c1ccccc1[N+](=O)[O-])c1cc2ccccc2cc1O,-29,0.2,2,0.8,-0.2,-0.1,-2.0,-0.7,1,-63,0.9
C/C(=N\NC(=O)c1cc(-c2ccccc2)nc2ccccc12)c1ccc(Cl)cc1,-3,-0.3,2,nt,nt,2.3,nt,-1.3,-4,-8,-1.2
O=C(O)C1CCN(S(=O)(=O)c2ccc(Cl)s2)CC1,6,1.8,2,0.3,-0.9,-0.2,-1.9,-1.0,1,1,0.6
Cc1cc(C(=O)NNC(=S)NC(C)c2ccccc2)c2ccccc2n1 (stereo unspecified),24*,-0.4,-1,-0.7,2.4,-1.6,1.4,-1.4,1,-17,0.5
CCc1cc2c(SCC(=O)C(C#N)=C3N(C)c4ccccc4N3C)ncnc2s1,4,-0.2,-1,2.1,-0.7,-0.3,-1.0,-0.8,-5,-17,1.4
Cc1c(C(=O)NNC(=S)Nc2cccc(Cl)c2)nnn1-c1ccccc1,31*,0.7,5,1.4,2.6,7.9,-0.2,-1.5,2,-1,0.1
Cc1ccc(CNc2nnnn2C)cc1,-3,0.1,-3,1.2,1.5,-2.5,-0.6,-1.6,-2,-1,0.1
